# Source: PubChem
# Mtb RmlCD inh = M. tuberculosis RmlC/RmlD coupled enzyme inhibitors, primary screen, biochemical, compound mixtures, 384-well, from 1536-well plates; inhibition, % at 3.6 µM; RmlC+RmlD coupled enzyme assay, percent inhibition; primary screen in compound mixtures; AID 1533, 2009; 160,000 tested, 0.03% active; dTDP-4-dehydrorhamnose reductase (Mycobacterium tuberculosis (strain ATCC 25618 / H37Rv)) …; in the data active = inhibition mostly above about 34%, no sharp cut-off; inconclusive = no clear call, values can overlap the other calls; inactive = mostly below about 22%; note: some results filed as inactive read as strong as hits
# Target sequence (P9WH09 whole entry, looked up): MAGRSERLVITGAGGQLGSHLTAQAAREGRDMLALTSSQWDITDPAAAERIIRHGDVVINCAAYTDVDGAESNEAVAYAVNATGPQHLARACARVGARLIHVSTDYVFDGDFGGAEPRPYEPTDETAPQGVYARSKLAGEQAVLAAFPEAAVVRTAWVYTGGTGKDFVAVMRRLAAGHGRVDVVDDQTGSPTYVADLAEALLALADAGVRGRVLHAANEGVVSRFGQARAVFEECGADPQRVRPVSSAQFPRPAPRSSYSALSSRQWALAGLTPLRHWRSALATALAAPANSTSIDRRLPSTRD
# Target sequence (P9WH11 whole entry, looked up): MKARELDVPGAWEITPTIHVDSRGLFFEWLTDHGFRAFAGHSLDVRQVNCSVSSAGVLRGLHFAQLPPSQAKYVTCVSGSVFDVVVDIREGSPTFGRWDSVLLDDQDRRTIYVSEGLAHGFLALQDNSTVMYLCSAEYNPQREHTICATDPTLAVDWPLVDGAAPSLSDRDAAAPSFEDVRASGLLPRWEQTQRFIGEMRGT
# GlmU inhibition = inhibition of mycobacterial GlmU enzyme – biochemical, glucosamine-1-phosphate acetyltransferase (AID 1376); M. tuberculosis GlmU acetyltransferase enzyme assay; higher % means a stronger effect; inhibition, %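 (tested at 30 µM in the primary screen)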, or IC50 in µM where a hit was titrated; 220,000 tested, 0.25% active; in the data active = inhibition above about 13%; inconclusive = no clear call, values can overlap the other calls;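 note: 0% = complete reaction with vehicle and 100% = reaction without substrate; strong numbers were not always called active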
# * hit, by the source's call; u = inconclusive; x = not tested or not shown.
structure,Mtb RmlCD inh,GlmU inhibition
Cc1cccc(-[n+]2c(C)cc(C)c3c(=O)[nH]c(=O)[nH]c32)c1,2.4,0.9%
C/C(=N\NC(=O)CSCc1ccccc1Cl)c1cccc(NC(=O)c2ccccc2)c1,x,-2.1%
O=C1CN(C(=O)CNCc2ccccc2Cl)c2ccccc2N1,7.2,-0.7%
CCn1nc(C)c(/C=C2\CCCC3=C2OC(N)=C(C#N)C3c2c(C)nn(CC)c2C)c1C (stereo unspecified),11.8,-0.8%
N#CCCn1cc(C(=O)Nc2ccccc2Cl)c(-c2ccc([N+](=O)[O-])cc2)n1,-4.8,-5.4%
COc1ccccc1N1CCN(C(=O)CSc2nc(C)c(Cc3ccccc3)c(=O)[nH]2)CC1,x,4.0%
Cc1cc(/C=C(/C#N)C(=O)O)c(C)n1CCC(C)C,-7.0,2.2%
O=C(NCc1ccccc1)c1cc(-c2cccs2)on1,10.5,0.1%
CN(C)/C=N/C(=S)Nc1ccccc1F,2.8,3.8%
COc1cc(C2C(C(=O)OCCC#N)=C(C)NC3=C2S(=O)(=O)c2ccccc23)cc(OC)c1OC (stereo unspecified),x,-1.2%
CCOC(=O)c1cc2n(n1)C(C(F)(F)C(F)(F)F)CC(C)N2 (stereo unspecified),x,-1.9%
O=C1ON=C(c2cccc([N+](=O)[O-])c2)/C1=C/c1ccc(O)cc1,-12.4,2.7%
C=CCOC(=O)C1=C(C)NC(SCC(N)=O)=C(C#N)C1c1cccs1 (stereo unspecified),x,2.5%
O=C(CCS(=O)(=O)Cc1ccc(Cl)cc1)NCCCN1CCN(c2ccccc2F)CC1,3.1,2.0%
N=c1nc(N)nc2n1NC(c1ccc(F)cc1)=CS2,-7.5,0.5%
Cc1ccccc1NC(=O)c1cccc(C(F)(F)F)c1,-9.1,1.9%
Cn1cnc([N+](=O)[O-])c1Oc1cccc2ccccc12,5.1,5.6%
O=C(CN1C(=O)/C(=C\c2cccc(F)c2)Oc2ccccc21)N1CCN(c2ccccn2)CC1,-8.3,-0.3%
Cc1ccc(C(=O)n2nnc3ccccc32)cc1[N+](=O)[O-],x,3.9%
CNC[C@H](O)c1ccc(O)c(O)c1,x,-6.7%
COC(=O)C1=C(C)NC(C)=C(C(=O)OC)C1c1cn(-c2ccccc2)nc1-c1ccco1,x,2.0%
Cc1cc(C)n2[nH]c(=O)c(N=Nc3ccccc3)c2n1,x,1.7%
CCOC(=O)NC(=S)Nc1c(C)n(C)n(-c2ccccc2)c1=O,-8.4,3.9%
CCCCN1C(=O)/C(=C/C=C2\Oc3ccccc3N2CC)SC1=S,29.1,1.3%
CCCCCSc1nc2c(c(=O)[nH]c(=O)n2C)n1CC,x,1.4%
O=C(NCc1ccc2c(c1)OCO2)C1CCN(c2ncccn2)CC1,-5.6,-2.4%
O=C(NCC(=O)N(CC1CCCO1)C(C(=O)NC1CCCC1)c1ccc(F)cc1)c1ccco1 (stereo unspecified),x,-4.8%
Cc1ccc(CNC(=O)C2CCCN(S(=O)(=O)c3cccnc3)C2)cc1 (stereo unspecified),6.6,-8.2%
CCOC(=O)C(NC(=O)CC)(Nc1sc(C)c(CC)c1C#N)C(F)(F)F (stereo unspecified),12.3,-3.6%
CCOC(=O)c1c(C)c(C(=O)NCc2ccccn2)c(C)n1C,x,-1.8%
O=C(c1ccco1)N1CCN(S(=O)(=O)c2ccc(Br)s2)CC1,8.7,-4.8%
Cn1cnnc1SCC(=O)NC1CCCCC1,-7.8,-1.2%
O=C(CCNS(=O)(=O)c1cccs1)Nc1ccccc1F,x,0.4%
CC(C)(O)C#Cc1ccc(C(=O)NC2CCCCC2)s1,-6.9,-3.1%
Cc1cc(=O)[nH]c(COc2ccccc2)n1,65.5,-9.1%
CCOC(=O)N1CCN(CC(=O)Nc2sc(CC)cc2C(=O)c2ccc(OC)cc2)CC1,-10.1,1.8%
N#Cc1cn(CCOc2ccccc2F)c2ccccc12,-3.3,4.7%
CCC(C)(C)NC(=O)C(c1cccnc1)N(C(=O)c1csnn1)c1ccccc1 (stereo unspecified),-7.7,4.2%
O=C(NC(=S)Nc1ccc(N2CCOCC2)c(Cl)c1)c1cncc(Br)c1,-1.3,-0.6%
O=C(CSCc1cnn(-c2ccccc2)c1-n1cccc1)NCCN1CCOCC1,-5.0,2.4%
Cc1ccc(/C=N/n2c(-c3ccco3)n[nH]c2=S)s1,11.0,0.9%
COc1cc(/C=C2\CC/C(=C\c3cc(OC)c(OC)c(OC)c3)C2=O)cc(OC)c1OC,10.1,-2.0%
Cc1cc(=O)cc(C)n1-c1ccc(F)cc1F,9.8,1.8%
CCCC(=O)OCC(=O)Nc1ccccc1C#N,1.1,3.4%
COc1ccc(NC(=O)c2cc(C)nc3ccccc23)c(OC)c1,6.5,-0.9%
Cc1ccc(S(=O)(=O)N(CC(=O)N/N=C/c2cccc(C)c2)c2cccc3cccnc23)cc1,17.5,-0.6%
Cc1cc(C)nc(SC(C)C(=O)O)n1 (stereo unspecified),x,-9.5%
COC(=O)c1ccc(CN2[C@H](C(=O)OC)C[C@@]3(O)[C@@H](O)[C@@H](O)[C@@H](O)C[C@@H]23)cc1,x,0.5%
CC(=O)Nc1ccc(S(=O)(=O)/N=C2\SCCN2S(=O)(=O)c2ccc(NC(C)=O)cc2)cc1,u,x
CCC1=C(OC(=O)N(CC)CC)N2C(=O)OC(=NCC3CC3)[C@]2(Cc2ccccc2)[C@H]2C1=CC[C@H]1C(=O)N(CC)C(=O)[C@H]12,x,-0.6%
O=C(O)CC(NCc1ccco1)C(=O)OCCc1ccccc1 (stereo unspecified),-3.8,0.6%
CCC(=O)N/N=c1/sc2ccccc2n1C,5.6,1.9%
CC(=O)OC(/C(O)=C(\C#N)c1nc2ccccc2[nH]1)c1ccccc1 (stereo unspecified),-8.1,1.0%
O=C(CN1CCN(S(=O)(=O)c2ccccc2[N+](=O)[O-])CC1)Nc1ccc(N2CCOCC2)cc1,x,1.6%
O=c1[nH]c2ccc(S(=O)(=O)N3CCN(c4ccc(F)cc4)CC3)cc2o1,-4.0,1.4%
COc1cc(OC)cc(C(=O)N[C@H](C(=O)OCc2cc(=O)oc3cc(C)ccc23)C(C)C)c1,-1.3,-5.5%
CCC(=O)c1ccccc1OCCN1CCN(CC)CC1,-9.0,-5.8%
CC(C)(C)N(Cc1ccccc1)C(=O)COC(=O)c1cccc([N+](=O)[O-])c1,9.4,4.2%
O=C(/C=C/c1ccccc1)NC(NC(=S)Nc1cc(Cl)ccc1Cl)C(Cl)(Cl)Cl (stereo unspecified),x,4.3%
CCCCN(C)CCCNC(=O)c1ccc(N2CCCC2=O)cc1,x,-0.1%

# (further entries)
# Order of values – Mtb RmlCD inh, GlmU inhibition
Cc1cc(NS(=O)(=O)c2ccc(NC(=O)c3cc4cc(Br)ccc4oc3=O)cc2)no1
    6.1, -5.1%
CC1(C)CC(C)(O)N(Cc2ccccc2)C(=S)N1 (stereo unspecified)
    2.9, 0.8%
COc1ccccc1C(=O)Nc1cc(Cl)ccc1O
    -5.7, -0.2%
Cc1cc(C)cc(CSc2nnc(C)c(=O)[nH]2)c1
    -8.3, 4.7%
COCCNC(=O)C1CC(=O)N(C2CCCC2)C1 (stereo unspecified)
    -11.2, 1.3%
CCOC(=O)c1c(CN2CCOCC2)n(-c2ccccc2)c2cc(Br)c(O)cc12
    -3.8, 6.5%
Cc1ccccc1-c1nc(S(=O)(=O)c2ccc(Br)cc2)c(NCc2cccnc2)o1
    x, -2.7%
COC(=O)CN1C(=S)N(c2ccc(F)cc2)C(=O)C1CC(=O)Nc1ccc(OC)cc1 (stereo unspecified)
    -6.9, 12.0%
COc1ccccc1N1CCN(C(=O)CNC(=O)c2cn(-c3ccccc3OC)c(=O)c3ccccc23)CC1
    5.5, 0.1%
C/C(=N\NC(=O)c1cccc([N+](=O)[O-])c1)c1cccs1
    -13.9, 1.8%
Cc1c(Br)c([N+](=O)[O-])nn1CC(=O)Nc1ccc(C(C)C)cc1
    -6.0, x
CCOC(=O)c1c(-c2ccccc2)csc1NC(=S)NC(=O)c1ccccc1
    9.0, 2.5%
Cc1noc(C)c1COC(=O)c1ccc(-c2nc3ccccc3s2)s1
    x, 3.8%
COC(=O)c1ccccc1NC(=O)CN1C(=O)CSC1=O
    -12.8, -1.5%
O=C(NNC(=O)C1CCCN(S(=O)(=O)c2cccc(F)c2)C1)C1CC1 (stereo unspecified)
    10.4, -1.1%
COc1cccc(C(=O)N/N=c2\sc3ccccc3n2C)c1
    x, -2.3%
Cc1nnc(Nc2ccc3c(c2)OCO3)c2ccccc12
    12.5, 6.7%
CCOC(=O)c1nn(-c2ccc(F)cc2)cc1O
    -10.6, 7.6%
CC(C)C(=O)N1CCC(c2nc(-c3ccc(S(=O)(=O)N4CCN(C)CC4)cc3)no2)CC1
    -13.0, 5.1%
CC(C)(O)P(=O)(O)CCc1ccccc1
    -0.9, 3.3%
CCc1ccc2c(CN3CCc4ccccc43)cc(=O)oc2c1
    x, 1.3%
CCC1CCCCN1CC(=O)Nc1cc(OC)c(OC)cc1C#N (stereo unspecified)
    8.3, -5.9%
c1ccc(-c2cn3c4c(sc3n2)CCCC4)cc1
    -0.7, 21.7%
c1ccc(-c2ccn3nnnc3n2)cc1
    -9.8, -6.3%
COc1cc(=O)n(C)c2c(O)cccc12
    -7.9, 1.7%
Cc1nc2ccc(NC(=S)NC3CCCCC3)cc2nc1C
    3.5, -9.3%
CCOc1ccc(-c2nnc(-c3snc(-c4ccc(F)cc4)c3N=CN(C)C)o2)cc1
    18.2, -0.2%
Cc1ccc(-c2nc(NCc3ccco3)n(S(C)(=O)=O)n2)cc1
    0.7, -5.3%
COc1ccc(NC(=O)c2ccc3c(c2)C(=O)N(Cc2cccnc2)C3=O)c(OC)c1
    0.4, 7.2%
COc1ccc(C(=O)C2CCCN(C(=O)c3n[nH]c4c3CCCC4)C2)cc1OC (stereo unspecified)
    65.0, -3.2%

# Arranged by heavy-atom count (rising): some entries from above.
# Order of values – Mtb RmlCD inh, GlmU inhibition
Cc1ccc(/C=N/n2c(-c3ccco3)n[nH]c2=S)s1
    11.0, 0.9%
C=CCOC(=O)C1=C(C)NC(SCC(N)=O)=C(C#N)C1c1cccs1 (stereo unspecified)
    x, 2.5%
COC(=O)C1=C(C)NC(C)=C(C(=O)OC)C1c1cn(-c2ccccc2)nc1-c1ccco1
    x, 2.0%

# Further entries
# Order of values – Mtb RmlCD inh, GlmU inhibition
COc1cccc2cc(C(C)=O)oc12
    -10.9, 1.0%
c1cc(C(c2nnnn2C2CCCCC2)N2CCN3CCCC3C2)ccn1 (stereo unspecified)
    -4.7, -5.0%
COc1cc(-c2nnc3sc(C4CCCCC4)nn23)cc(OC)c1OC
    3.7, 6.4%
Cc1cc(C(=O)CSc2nnc(-c3cccnc3)n2-c2ccccc2)c(C)n1CC1CCCO1 (stereo unspecified)
    -4.7, -4.0%
CCOC(=O)c1cccc(NC(=S)NCc2ccc(C)cc2)c1
    x, 1.3%
Cn1c(SCC(=O)N2CCCC2=O)nnc1-c1ccccc1F
    6.8, 1.9%
COc1ccccc1-c1ccc(NC2CCCC2)nn1
    x, -0.8%
Cc1ccc(C2CC(=O)NC(SCC(=O)OCc3ccccc3)=C2C#N)o1 (stereo unspecified)
    15.2, -4.5%
NS(=O)(=O)c1ccc(NC(=O)COC(=O)c2ccc([N+](=O)[O-])s2)cc1
    -9.3, -1.3%
COc1ccc(NC(=O)CSc2nc3ccccc3c(=O)n2CCNC(C)=O)cc1
    x, 8.9%

# An excerpt taken from the entries so far, as a working copy:
# Order of values – Mtb RmlCD inh, GlmU inhibition
Cc1cc(C(=O)CSc2nnc(-c3cccnc3)n2-c2ccccc2)c(C)n1CC1CCCO1 (stereo unspecified)
    -4.7, -4.0%
CCOC(=O)c1cccc(NC(=S)NCc2ccc(C)cc2)c1
    x, 1.3%
Cn1c(SCC(=O)N2CCCC2=O)nnc1-c1ccccc1F
    6.8, 1.9%
COc1ccccc1-c1ccc(NC2CCCC2)nn1
    x, -0.8%
Cc1ccc(C2CC(=O)NC(SCC(=O)OCc3ccccc3)=C2C#N)o1 (stereo unspecified)
    15.2, -4.5%
NS(=O)(=O)c1ccc(NC(=O)COC(=O)c2ccc([N+](=O)[O-])s2)cc1
    -9.3, -1.3%
COc1ccc(NC(=O)CSc2nc3ccccc3c(=O)n2CCNC(C)=O)cc1
    x, 8.9%

# Next part:
# Order of values – Mtb RmlCD inh, GlmU inhibition
Nc1[nH]ncc1N=Nc1ccc(Cl)cc1
    7.5, 1.2%
Cc1ccc(-c2cc(=O)[nH]c3ccccc23)cc1
    x, -4.4%
Cc1ncc(/C=C2\C(=O)Nc3ccccc32)[nH]1
    13.9, -7.5%
COc1ccc2[nH]c(C)c(CCN3CCC(=O)C(C)C3C)c2c1 (stereo unspecified)
    -10.1, -0.6%
NC(=O)CCc1c[nH]c2ccccc12
    2.7, 4.6%
CN(C)c1nc(SCc2ccccc2)nc(N2CCOCC2)n1
    x, 1.3%
COC(=O)Cn1cc(/C=C/[N+](=O)[O-])c2ccccc21
    x, -0.9%
CCn1c(SCC(=O)Nc2cc(C)on2)nnc1-c1c[nH]c2ccccc12
    x, 0.8%
Cc1ccccc1NC(=O)Nc1cccs1
    1.2, -4.5%
COc1ccc(-c2nsc(SCC(=O)Nc3ccc4c(c3)OCO4)n2)cc1
    -1.0, 1.8%
CC(C)Cn1c(-c2ccco2)n[nH]c1=S
    0.1, 3.5%
O=S1(=O)CCN2C=C(Br)C=C(Br)C2=N1
    -12.0, 0.5%
O=C1C2ON(c3ccccc3)C(c3ccncc3)C2C(=O)N1c1ccc(Br)cc1 (stereo unspecified)
    31.3, 2.9%
O=C(CN1CCCCCC1)N1c2ccccc2Sc2ccccc21
    10.9, 0.9%

# Some of the compounds tested. The share of hits here may be higher or lower than overall.
